# BRCA1 expr up: qHTS Assay to Identify Small Molecule Activators of BRCA1 Expression | MCF7-BRCA1-FFLuc reporter, luminescence, 48 h; response scale: scaled: vehicle 0%, 10 µM genistein 100% | Potency, µM (top dose mostly 46.1 µM), for inactives: at the highest dose activation, hits mostly activators | 380,000 tested, 1.1% active; also: potency is read from the fitted curve at half-maximal effect; nearly all actives have a fitted effect of over 80% in size; some results filed as inactive show a strong effect at the top dose
#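 First, MCF7-BRCA1-FFLuc cells (2000/well) attach for 2 h; next, compounds are pin-added and incubated 48 h at 37 °C; finally, luciferase reagent is added and luminescence read after 15 min.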
# p53 reactivator: qHTS assay for re-activators of p53 using a Luc reporter. H1299 p53-A138V BP100-luciferase reporter, luminescence, 24 h. Potency, µM (titrated, usually from 92.2 µM), for inactives: at the top dose activity change, positive = activation, most hits filed as activators. 320,000 tested, 0.063% active; also: potency is read from the fitted curve at half-maximal effect; % of control where 0% means no effect; nearly all actives have a fitted effect of over 45% in size
#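 p53-null H1299 cells stably carrying temperature-sensitive p53-A138V and a BP100-luciferase reporter were pinned with compounds (4-point, 1:5 series) and held 24 hrs at 37 deg C. Luminescence was read 10 min after detection reagent.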
# TRPV1 agonist: HTS Assay for Compounds that Act as Agonists of the Vanilloid Receptor 1; Transient receptor potential cation channel subfamily V member 1 (Homo sapiens), Q8NER1; TRPV1-expressing cells, Fluo-8 calcium influx, agonist mode; activation, % at 8.33 µM; 320,000 tested, 0.19% active; AID 540275, 2011; in the data active = activation above about 80%; inconclusive = between about 30% and that limit; also: 0% is about no effect
# Target sequence (Q8NER1 whole entry, looked up): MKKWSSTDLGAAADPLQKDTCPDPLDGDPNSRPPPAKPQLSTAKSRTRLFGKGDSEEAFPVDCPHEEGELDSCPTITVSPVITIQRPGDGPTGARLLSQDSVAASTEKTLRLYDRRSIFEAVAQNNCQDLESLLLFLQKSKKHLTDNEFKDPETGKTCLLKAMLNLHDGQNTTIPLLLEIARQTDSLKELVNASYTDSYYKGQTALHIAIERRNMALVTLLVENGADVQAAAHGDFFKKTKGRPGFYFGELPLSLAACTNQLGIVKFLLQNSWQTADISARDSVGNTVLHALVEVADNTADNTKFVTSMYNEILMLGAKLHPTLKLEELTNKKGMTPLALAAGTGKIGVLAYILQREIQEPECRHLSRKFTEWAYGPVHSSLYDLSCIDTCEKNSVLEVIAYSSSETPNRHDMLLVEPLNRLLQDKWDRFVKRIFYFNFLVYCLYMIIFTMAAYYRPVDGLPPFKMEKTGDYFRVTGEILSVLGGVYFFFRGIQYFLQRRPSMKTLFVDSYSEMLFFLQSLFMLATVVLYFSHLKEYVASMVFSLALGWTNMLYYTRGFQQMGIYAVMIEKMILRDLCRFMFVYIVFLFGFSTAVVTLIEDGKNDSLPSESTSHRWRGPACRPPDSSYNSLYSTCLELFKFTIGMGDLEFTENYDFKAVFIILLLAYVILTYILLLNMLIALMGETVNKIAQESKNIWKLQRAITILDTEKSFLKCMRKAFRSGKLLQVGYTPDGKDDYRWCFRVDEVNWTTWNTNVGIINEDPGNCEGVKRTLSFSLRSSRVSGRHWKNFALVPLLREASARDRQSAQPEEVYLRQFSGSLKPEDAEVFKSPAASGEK
#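 TRPV1-expressing cells were cultured overnight at 35.5C and loaded with Fluo-8 calcium dye for 40 to 90 min at room temperature. After a 10 s baseline, compound was added and calcium influx was read kinetically for 3 min (ex 480/em 520 nm).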
# CXXC DNA block: qHTS Fluorescence Polarization Assay for Inhibitors of MLL CXXC domain - DNA interaction | MLL-CXXC / FITC-HOXA9 DNA fluorescence polarization | Potency, µM (highest dose often 115 µM), without a hit: at the highest dose activity change, negative = inhibition, usual class: inhibitors | 290,000 tested, 0.037% active | AID 2662, 2010; active = well fitted inhibition curve with a large enough effect in the polarisation, with a control signal flat, not every such curve was filed as active; inconclusive = small, poorly fitted or top-dose-only effect, or effect the other way, or a change in a side signal; inactive = no such curve, though single readings can be large or run the other way; the % refers to the polarisation; also: potency is read from the fitted curve at half-maximal effect
#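 Steps: dispense CXXC domain solution (7 uM) → pin compounds or unlabeled HOX-A9 DNA control → 5 min ambient → add FLSN-HOX-A9 solution (50 nM) → spin → 30 min ambient → fluorescence polarization. Tris pH 7.5/NaCl/DTT/BSA buffer.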
# AT treatment: qHTS Assay for Identifying a Potential Treatment of Ataxia-Telangiectasia; 320,000 tested, 0.19% active; […] A-T fibroblasts, KAP-1 phosphorylation AlphaLISA; neocarzinostatin DNA damage 30 min before lysis; Potency, µM (highest dose often 57.5 µM), inactives show top-dose activation, usual class: activators; also: potency is read from the fitted curve at half-maximal effect; % of control where 0% means no effect; nearly all actives have a fitted effect of over 45% in size
#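 ATM-like activity read as KAP-1 phosphorylation via AlphaLISA donor/acceptor antibody pairs after lysis and 6 hr at 25C. Cells were ATM-null patient fibroblasts ([…], hTERT), dosed 60 min, then exposed to the DSB inducer NCS for 30 min.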
# a7 integrin act: qHTS for Activators of Integrin-Mediated Alleviation for Muscular Dystrophy; alpha7betagal myoblasts, beta-gal FDG fluorescence, 48 h; Potency, µM (top dose mostly 38.3 µM), for inactives: top-dose activation, most hits filed as activators; 350,000 tested, 0.064% active;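 also: potency is read from the fitted curve at half-maximal effect; 100% = response of the positive control SU9516; nearly all actives have a fitted effect of over 60% in size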
#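 Alpha7betagal+/- myoblasts (passage 13) were plated 16-24 hr, then exposed to compounds (1:260 dilution of DMSO stock) for 48 hours at 37C. After MPER lysis, β-galactosidase reporter activity was read as FDG fluorescence (ex 480/em 540) after 30 minutes.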
# ELG1 repair inh: qHTS screen for small molecules that inhibit ELG1-dependent DNA repair in human embryonic kidney (HEK293T) cells expressing luciferase-tagged ELG1 | 330,000 tested, 2.3% active | AID 504467, 2011 | HEK293T ELG1-luciferase reporter, luminescence, 16 h; DNA damage induced by 5-fluorouridine | Potency, µM (series often up to 46.1 µM), for inactives: at the highest dose activity change, negative = inhibition, hits mostly inhibitors; also: potency is read from the fitted curve at half-maximal effect; % is scaled to controls: 0 for no effect and ±100 for the full control effect; nearly all actives have a fitted effect of over 55% in size
#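 In this reporter screen, reduction of luminescence relative to DMSO vehicle indicated activity. Compounds and 5-fluorouridine were added together to 2,000 cells per well, incubated for 16 hr at 37 °C, then developed with ONE-Glo.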
# PTAP TSG101 blk: qHTS Assay for Iinhibitors of HIV-1 Budding by Blocking the Interaction of PTAP/TSG101 | Tumor susceptibility gene 101 protein (Homo sapiens), Q99816 | Fluorescence polarization, FITC-PTAP peptide / Tsg101 binding | Potency, µM (series often up to 115 µM), for the others: at the top dose activity change, negative = inhibition, hits mostly inhibitors | 340,000 tested, under 10 active | AID 493005, 2010; active = well fitted inhibition curve with a large enough effect in the main read-out, with a control signal flat, not every such curve was filed as active; inconclusive = small, poorly fitted or top-dose-only effect, or effect the other way, or a change in a side signal; inactive = no such curve, though single readings can be large or run the other way; also: potency is read from the fitted curve at half-maximal effect; % of control where 0% means no effect
#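 Steps: Tsg101 binding domain dispensed (10 uM final), compounds pinned in DMSO, FITC-labeled PTAP-motif peptide added (50 nM final); after 20 min binding at room temperature, polarization measured.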
# TCR act: Activators of T cell receptors: qHTS campaign | primary human leukocytes, anti-CD3, IL-2 HTRF, 48 h | Potency, µM (top dose mostly 9.22 µM), without a hit: at the highest dose activation of IL-2 secretion, most hits filed as activators | 330,000 tested, under 10 active | AID 504894, 2011; also: % of control where 0% means no effect
#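 Human primary leukocytes + a-CD3 beads + cpd, 48 hr; IL-2 in supernatant by HTRF (ex 320nm / em 665nm). No co-stimulatory signal supplied.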
# B2AR arrestin: qHTS assay of beta-arrestin-biased ligands of beta2-adrenergic receptor; Beta-2 adrenergic receptor (Homo sapiens), P07550; beta-arrestin recruitment to beta2AR, cell-based reporter; Potency, µM (top dose mostly 46.1 µM), without a hit: top-dose activation, usual class: activators; 330,000 tested, 0.02% active;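 also: potency is read from the fitted curve at half-maximal effect; 0% = DMSO controls and full agonism = EC100 isoproterenol or metaproterenol; nearly all actives have a fitted effect of over 65% in size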
# * hit, by the source's call; ? = inconclusive; nt = no result given; [ ] = another dose, or the depositor's remark. Unless noted, calls follow the shape of the dose curve; as a rule, active = well fitted curve in the direction sought with a large enough effect; inconclusive = small, poorly fitted or top-dose-only effect, or another doubt; inactive = no such curve, though single readings can be large; an effect the other way counts as inactive or inconclusive.
[1] CCOc1ccc(C2Nc3ccccc3C(CC)(CC)O2)cc1 (centres undefined)
[2] Cc1cc(OCc2cc(C(=O)N(C)CC3CCOCC3)no2)cc(C)c1Cl
[3] CCC(C)(C)NC(=O)C1CCN(S(=O)(=O)c2cccs2)CC1
[4] CCNc1nc(NC(C)C)nc(N(n2cnnc2)S(=O)(=O)c2ccc(C)cc2)n1
[5] O=C(NCc1ccccc1Cl)c1ccc(S(=O)(=O)N2CCCC2)cc1
[6] CCC(=O)Nc1cccc(-n2nnnc2SCC(=O)NCc2ccco2)c1
assay / compound,1,2,3,4,5,6
BRCA1 expr up,3%,?,-1%,-34%,1%,15%
p53 reactivator,1%,?,1%,-9%,13%,13%
TRPV1 agonist,-1,?,-1,-2,?,1
CXXC DNA block,2%,13%,2%,10%,nt,0%
AT treatment,1%,-4%,5%,0%,6%,1%
a7 integrin act,-30%,26%,-7%,19%,24%,-26%
ELG1 repair inh,11%,?,17%,?,-1%,7%
PTAP TSG101 blk,0%,-7%,-5%,-9%,-1%,-7%
TCR act,6%,-3%,2%,2%[46.1 µM],-1%,-1%
B2AR arrestin,-0.6%,0.2%,-0.2%,0.1%,-2.0%,-0.1%

[7] C#CCOCCOCCOCCNc1nc(N2CCN(C(=O)C([C@@H](C)CC)n3cc(C(N)Cc4ccc(O)cc4)nn3)CC2)nc(N2CCN(C(=O)[C@H](CCC(=O)O)n3cc(C(N)CC(C)C)nn3)CC2)n1 (some centres undefined)
[8] O=C(CN1C(=O)NC2(CCCC2)C1=O)Nc1ccccc1F
[9] Cc1cc(NS(=O)(=O)c2ccc(Cl)cc2)nn1CC(=O)NCc1ccco1
[10] COc1ccccc1CNC(=O)COC(=O)CSc1ccc(F)cc1
[11] C/C(=N\NC(=O)c1ccccc1)c1c(C)[nH]n(-c2ccccc2)c1=O
[12] N#CC(CCc1ccccc1[N+](=O)[O-])(CCc1ccccc1[N+](=O)[O-])C(N)=O
assay / compound,7,8,9,10,11,12
BRCA1 expr up,13%,-9%,-15%,-1%,-1%,-22%
p53 reactivator,2%,-1%,-4%,2%,-4%,nt
TRPV1 agonist,0,2,nt,2,5,nt
CXXC DNA block,5%,7%,-3%,nt,-27%,nt
AT treatment,19%,2%,20%,5%,-7%,nt
a7 integrin act,25%,1%,13%,28%,-10%,-22%
ELG1 repair inh,2%,13%,-1%,2%,?,nt
PTAP TSG101 blk,-1%,-4%,-5%,-2%,-3%,-1%
TCR act,0%,8%,2%,4%,3%,4%
B2AR arrestin,-0.5%,0.2%,-0.2%,-0.9%,-0.3%,nt

[13] CCCN1CCN(C(=O)Cn2ncc3c([nH]c4ccc(C)cc43)c2=O)CC1
[14] CCC(CC)c1nnc(NC(=O)c2ccc3c(c2)OCO3)s1
[15] CCCCc1ccc(N=N/C(C(=O)Nc2ccc(NC(C)=O)cc2OC)=C(/C)O)cc1
[16] CN(c1ccc(C(=O)Nc2cccnc2)cc1)S(C)(=O)=O
[17] O=C(C1=C(O)C(=O)N(CCCN2CCOCC2)C1c1ccc(Cl)cc1)c1cc2ccccc2o1 (centres undefined)
[18] O=C(O)CCCCCN1C(=O)/C(=C\c2cn(-c3ccccc3)nc2-c2cccs2)SC1=S
assay / compound,13,14,15,16,17,18
BRCA1 expr up,0%,?,1%,15%,-7%,-18%
p53 reactivator,-1%,28%,-8%,11%,18%,14%
TRPV1 agonist,-3,?,0,1,-4,6
CXXC DNA block,-7%,4%,-8%,-7%,-7%,?
AT treatment,0%,4%,-4%,1%,-5%,28%
a7 integrin act,15%,-34%,-18%,?,7%,-20%
ELG1 repair inh,6%,?,2%,-10%,?,0%
PTAP TSG101 blk,-4%,-6%,-7%,-3%,-6%,0%
TCR act,10%,-2%,-7%,6%[46.1 µM],-12%,1%
B2AR arrestin,-0.2%,-0.2%,-0.2%,-0.3%,0.2%,-0.5%

[19] CC(C)C(=O)N1CCN(c2ccccc2NC(=O)c2cc([N+](=O)[O-])ccc2N2CCOCC2)CC1
[20] COc1ccc2cc(C3CC(c4ccco4)=NN3S(C)(=O)=O)c(Cl)nc2c1 (centres undefined)
[21] CCCCNC(=O)c1onc(CSc2cc(C)cc(C)c2)c1C(=O)NCCCC
[22] Cc1nnc(SCC(=O)c2c(N)n(C)c(=O)n(C)c2=O)n1Cc1ccccc1
[23] C=CCN(C(=O)Nc1ccc2oc(C)nc2c1)c1ccccc1
[24] O=C(CCC1CCCN(C(=O)c2ccc3cc[nH]c3c2)C1)N1CCN(c2ccccn2)CC1 (centres undefined)
assay / compound,19,20,21,22,23,24
BRCA1 expr up,-28%,-15%,-3%,-1%,16%,0%
p53 reactivator,-1%,-6%,nt,-2%,?,-4%
TRPV1 agonist,-2,0,nt,0,-2,2
CXXC DNA block,3%,-7%,nt,-3%,9%,14%
AT treatment,-1%,4%,nt,-1%,-4%,2%
a7 integrin act,5%,2%,8%,-16%,-6%,18%
ELG1 repair inh,?,?,nt,?,?,?
PTAP TSG101 blk,-8%,-4%,0%,-12%,-1%,-4%
TCR act,-2%,10%,2%,0%,-1%,-3%
B2AR arrestin,-1.1%,-0.7%,nt,-0.6%,-0.2%,-0.2%

[25] CCOc1ccccc1N1CCN(C(=O)NC2CCCCC2)CC1
[26] O=C1S/C(=C/c2ccc(N3CCOCC3)o2)C(=O)N1Cc1ccc(F)cc1
[27] N#C/C(=C\C1=C(N2CCOCC2)C(=C\c2ccccc2)/CC1)C(=O)Nc1ccccc1F
[28] Cc1nn(-c2ccccc2)c(C)c1C(=O)OCC(=O)Nc1cccc(S(N)(=O)=O)c1
[29] COc1cc(/C=C2\SC(=S)N(Nc3ccccc3)C2=O)ccc1O
[30] O=C(O)CCCCCNc1ccc2nsnc2c1[N+](=O)[O-]
assay / compound,25,26,27,28,29,30
BRCA1 expr up,25%,16%,4%,15%,?,4%
p53 reactivator,4%,-2%,-3%,15%,?,8%
TRPV1 agonist,?,?,2,11,19,-7
CXXC DNA block,-3%,?,?,nt,?,-2%
AT treatment,9%,0%,-2%,8%,-19%,20%
a7 integrin act,0%,8%,25%,-32%,-9%,-4%
ELG1 repair inh,0%,0%,?,?,?,22%
PTAP TSG101 blk,-1%,?,-1%,-1%,2%,-1%
TCR act,12%,2%,-1%[46.1 µM],-6%,-1%,10%[46.1 µM]
B2AR arrestin,0.1%,0.0%,-0.7%,2.8%,8.6%,-0.7%

[31] C=CCN(C(=O)c1oc2c(Cl)cc(C)cc2c1C)C1CCS(=O)(=O)C1 (centres undefined)
[32] CC(C)CNC(=O)C1CCN(S(=O)(=O)c2ccc3c(c2)OCCO3)CC1
[33] CCn1cc(CN2CCCC(CNS(=O)(=O)c3cccc4cccnc34)C2)cn1 (centres undefined)
[34] COC(=O)Nc1csc2c1NC(=O)CCCC2
assay / compound,31,32,33,34
BRCA1 expr up,?,-15%,-3%,-15%
p53 reactivator,12%,-1%,1%,2%
TRPV1 agonist,6,-2,2,1
CXXC DNA block,-8%,nt,8%,16%
AT treatment,4%,11%,5%,-3%
a7 integrin act,-16%,1%,-11%,-4%
ELG1 repair inh,?,27%,-18%,-3%
PTAP TSG101 blk,-12%,-5%,0%,-6%
TCR act,3%,-3%,4%,-4%
B2AR arrestin,0.1%,-0.2%,0.2%,0.1%

# A different layout for some results above:
(34) COC(=O)Nc1csc2c1NC(=O)CCCC2
  BRCA1 expr up: -15%	p53 reactivator: 2%	TRPV1 agonist: 1	CXXC DNA block: 16%	AT treatment: -3%	a7 integrin act: -4%	ELG1 repair inh: -3%	PTAP TSG101 blk: -6%	TCR act: -4%	B2AR arrestin: 0.1%
(32) CC(C)CNC(=O)C1CCN(S(=O)(=O)c2ccc3c(c2)OCCO3)CC1
  BRCA1 expr up: -15%	p53 reactivator: -1%	TRPV1 agonist: -2	CXXC DNA block: nt	AT treatment: 11%	a7 integrin act: 1%	ELG1 repair inh: 27%	PTAP TSG101 blk: -5%	TCR act: -3%	B2AR arrestin: -0.2%

# Part of the list above, showing only a7 integrin act, B2AR arrestin and TRPV1 agonist:
nr	Structure	a7 integrin act	B2AR arrestin	TRPV1 agonist
31	C=CCN(C(=O)c1oc2c(Cl)cc(C)cc2c1C)C1CCS(=O)(=O)C1 (centres undefined)	-16%	0.1%	6
32	CC(C)CNC(=O)C1CCN(S(=O)(=O)c2ccc3c(c2)OCCO3)CC1	1%	-0.2%	-2
33	CCn1cc(CN2CCCC(CNS(=O)(=O)c3cccc4cccnc34)C2)cn1 (centres undefined)	-11%	0.2%	2

# Source: PubChem BioAssay (National Center for Advancing Translational Sciences (NCATS))
